From PubChem
PvdQ inh = blocks Pseudomonas aeruginosa PvdQ acylase activity; purified PvdQ acylase, fluorescence plate reader; inhibition, % at 10 µM; hit rate 0.063% among 340,000; AID 488965; in the data active = inhibition above about 30%, passing the limit was not always enough; inconclusive = no clear call, values can overlap the other calls;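 note: 0% = vehicle neutral wells and 100% = reference inhibitor wells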
SUMO Mot1 rescue = blocks SUMOylation pathway, rescuing yeast Mot1-301 growth; S. cerevisiae Mot1-301 growth rescue, ATP luminescence, 38.5C; percent above DMSO median, 100 means doubled; growth rescue, % at 18.8 µM; AID 2716; hit rate 1% among 320,000;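 active = every valid replicate shows activation above 250% relative to neutral control wells; inactive = the rest, any valid replicate at or below 250%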;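 note: OY570 slx delta 5 strain wells were the positive control but not used for scaling; some compounds called inactive have numbers as strong as hits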
CDK5 inh = CDK5/p35 (human) kinase inhibition | Q00535+Q15078 | Recombinant CDK5/p35, ADP-Glo luminescence, 60 min | inhibition, % at 10 µM | hit rate 0.01% among 330,000 | AID 488839;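 active = highest replicate inhibition of at least 50% and at least 75% of replicates reaching 50%; inconclusive = only one of the two criteria met; inactive = both criteria failed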;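 note: plate controls were DMSO neutral control for no effect and GW8510 at 10 µM for full effect; many of its hits are not listed in these tables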
cardiac RTF act = increases calcium sensitivity of human cardiac regulated thin filaments. P19429+P45379. IANBD-labeled TnC RTF fluorescence at EC20 calcium; 0% EC20 calcium, 100% full calcium. activation, % at 7.2 µM. hit rate 0.24% among 340,000. AID 493008;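 active = activation above the mean over all tested compounds plus 3 SD, cut at about 30% in these data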;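 note: rise in fluorescence read as greater calcium sensitivity of cardiac thin filaments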
C-LANA FP = inhibitors of KSHV LANA C-terminal domain DNA binding | hit rate 0.078% among 340,000 | inhibition, % at 9 µM | AID 504423 | MBP-C-LANA/FAM-LBS DNA binding, fluorescence polarization;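 active = highest replicate inhibition at or above 60% at 9 µM, even if other replicates fall short; inactive = all replicates below 60% inhibition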;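 note: 0% = neutral control wells and 100% = 4 µM acridine orange control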
dFosB act = enhances mouse delta FosB homodimer DNA binding; P13346; hit rate 0.99% among 340,000; activation, % at 25 µM; purified delta FosB, TAMRA-CDK5 oligo fluorescence polarization; percent of positive-control signal above neutral wells;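 active = mean activation above about 17%, with every replicate also reaching it, limit read from the data, passing the limit was not always enough; inconclusive = only one of the two conditions met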;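 note: fluorescence polarization rise as delta FosB binds a TAMRA Cdk5 AP-1 oligo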
Target sequence (P13346 whole entry, looked up): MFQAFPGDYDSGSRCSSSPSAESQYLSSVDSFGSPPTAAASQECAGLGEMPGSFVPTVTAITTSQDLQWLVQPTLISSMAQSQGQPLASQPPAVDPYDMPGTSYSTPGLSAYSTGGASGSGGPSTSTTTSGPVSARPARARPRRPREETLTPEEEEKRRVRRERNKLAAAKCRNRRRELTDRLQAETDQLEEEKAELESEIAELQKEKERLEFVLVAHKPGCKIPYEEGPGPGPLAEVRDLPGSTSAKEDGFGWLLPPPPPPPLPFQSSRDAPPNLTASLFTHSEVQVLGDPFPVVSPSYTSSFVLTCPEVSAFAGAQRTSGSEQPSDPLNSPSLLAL
RTF Ca sens inh = cardiac RTF calcium desensitization; IANBD-labeled cardiac RTF, Ca2+ fluorescence; inhibition, % at 7.15 µM; P19429+P45379; AID 493244; hit rate 0.12% among 340,000;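 active = inhibition above the mean inhibition of all tested compounds plus 3 SD, cut at about 17% in these data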;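 note: assay run at fixed EC70 calcium of 1.6 mM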
NSD2 HMT inh = NSD2 (human) methyltransferase inhibition; O96028; NSD2 peptide methylation, AlphaScreen, 120 min; inhibition, % at 12.5 µM; hit rate 0.54% among 310,000; AID 743445; in the data active = inhibition above about 50%
Rtt109 Vps75 = C. albicans Rtt109 histone acetyltransferase inhibition | Q5AAJ8 | purified Rtt109/Vps75, ThioGlo CoA-SH fluorescence, 4 h | inhibition, % at 34.9 µM | hit rate 0.16% among 330,000;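 active = inhibition of at least 50% in every replicate; inconclusive = best replicate reaches 50% inhibition but some replicates fall short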
Target sequence (Q5AAJ8 whole entry, looked up): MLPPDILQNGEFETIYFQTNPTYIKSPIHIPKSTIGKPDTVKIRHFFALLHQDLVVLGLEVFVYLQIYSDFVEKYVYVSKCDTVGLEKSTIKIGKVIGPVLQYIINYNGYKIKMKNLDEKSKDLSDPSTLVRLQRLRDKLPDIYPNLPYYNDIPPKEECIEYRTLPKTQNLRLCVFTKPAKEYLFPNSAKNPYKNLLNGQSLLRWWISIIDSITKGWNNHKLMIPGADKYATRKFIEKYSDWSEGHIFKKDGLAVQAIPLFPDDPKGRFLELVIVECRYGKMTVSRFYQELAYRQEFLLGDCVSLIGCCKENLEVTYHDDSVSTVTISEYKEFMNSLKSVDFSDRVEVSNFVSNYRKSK
Keap1 Nrf2 FP = inhibitors of human Keap1-Nrf2 protein-protein interaction; Q14145; Keap1 Kelch-Nrf2 peptide fluorescence polarization, 1536-well; inhibition, % at 9.4 µM; hit rate 0.15% among 340,000; AID 504523; in the data active = inhibition above about 12%; inconclusive = no clear call, values can overlap the other calls; inactive = below about 7.3%;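 note: human Keap1 Kelch domain with fluorescein labeled Nrf2 9mer peptide probe; 0% = neutral control wells and 100% = peptide positive control; higher means more block of Keap1 binding to Nrf2 peptide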
PfHsp90 set2 = growth inhibition of yeast expressing Plasmodium Hsp90; hit rate 0.32% among 310,000; inhibition, % at 9.4 µM; AID 504621; S. cerevisiae expressing PfHsp90, BacTiter-Glo ATP, 48 h; yeast lacking PDR1 and PDR3 efflux regulators;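 active = every replicate shows inhibition above about 80%, whatever the replicate mean, limit read from the data; inconclusive = mean inhibition reaches the set limit but some replicate falls short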;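 note: 0% = DMSO neutral controls and 100% = 20 µM radicicol positive controls; yeast relying on Plasmodium falciparum Hsp90 in place of its own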
Starred values were filed as active, the others as inactive; ? = inconclusive; . = no result given; & = joins results of further samples. No enrichment for hits. Share with any hit: about 3.2%.

nr	SMILES	PvdQ inh	SUMO Mot1 rescue	CDK5 inh	cardiac RTF act	C-LANA FP	dFosB act	RTF Ca sens inh	NSD2 HMT inh	Rtt109 Vps75	Keap1 Nrf2 FP	PfHsp90 set2
1	C/C(=C\c1ccc(F)cc1)C(=O)c1c(C)cc(C)[nH]c1=O	5	.	1.5	-1	0.1	0	5	-2	7	-7	-3
2	Cc1cc(Oc2ccc(N)cn2)ccc1Cl	-11	77	-1.5	.	2.3	-2	.	0	0	-7	11
3	Cc1ccc(-c2noc(CCC(N)=O)n2)cc1	-11	-6	0.3	-4	0.2	2	3	-3	-1	-2	-6
4	Cc1onc(-c2ccccc2)c1C(=O)Nc1nnc(C(C)(C)C)s1	-14	-9	-1.0	-1	0.3	-7	2	0	11	5	4
5	FC(F)Oc1ccc(NC(=S)NN2CCOCC2)cc1	6	-6	-2.9	3	0.9	6	3	2	2	0	.
6	Nc1nc(SCC(=O)N2CCCCC2)[nH]c(=O)c1NC(=O)c1cccs1	-13	-1	-0.3	2	-2.1	3	-2	-2	6	-5	12
7	CCC(=O)Nc1cc(C(=O)O)ccc1S(=O)(=O)c1ccc(C)cc1	4	-6	-1.3	-3	9.1	3	-4	19	-6	-4	-6
8	O=C(CCn1c(=O)oc2ccccc21)Nc1ccc(C(=O)O)cc1	-9	-3	-1.7	0	-1.4	-5	-21	26	-14	-5	-1
9	Cc1c(Cl)c(C(=O)N2CCCCCC2)nn1C	-7	-11	-6.4	2	0.1	-2	-5	0	4	-4	-16
10	Cc1c(C(=O)N2CCN(C)CC2)oc2ccc(Br)cc12	3	22	-0.5	-5	0.8	1	-1	2	5	-7	-3
11	Cc1ccc2sc(C)[n+](CCO)c2c1	-6	0	0.9	-3	2.5	5	-2	-1	104*	-4	8
12	Cc1noc(/C=C/N(C)C)c1S(=O)(=O)N1CCCC(C(=O)N2CCc3ccccc32)C1 (centres undefined)	-6	3	0.2	5	-0.4	-8	-8	.	-9	5	-27
13	Cc1c(NC(=S)NC(=O)c2ccccc2Cl)c(=O)n(-c2ccccc2)n1C	-18	-15	2.2	-2	-0.7	-4	-6	9	-11	-2	16
14	O=C(NC(=S)Nc1ccc(S(=O)(=O)Nc2nccs2)cc1)c1ccc(F)cc1	-4	11	2.0	-6	1.0	-4	-7	7	-7	-5	6
15	C=CCC[C@H](Cc1ccc(F)cc1)C(=O)OC[C@@H](Cc1c[nH]c2ccccc12)NC(=O)[C@@H](CC=C)CC(=O)NCCO	20	2	-0.8	-5	0.6	-3	1	.	26	1	-10
16	CCOc1ccccc1NC(=O)c1cc(SC)ccc1Cl	-7	3	-0.3	6	-1.0	-13	-12	-3	.	-2	-21
17	CNC(=O)c1ccc(Nc2nnc(-c3ccc(O)cc3)c3ccccc23)cc1	-10	-8	-0.1	4	0.4	?	-1	-1	-2	-6	13
18	C/C(N)=C(/C#N)C(=O)COC(=O)c1cc(-c2ccc(Br)cc2)nc2ccccc12	-5&-9	3	-1.6&-2.5	5&2	0.5&1.7	-13&-10	-7&8	-8&-3	1&-3	-4&0	4&0
19	CCCCc1ccc(NC(=S)NCCN2CCOCC2)cc1	-6	731*	-0.8	-5	-0.1	-7	8	0	4	0	-11
20	COCCn1c(SCC(=O)N2CCOCC2)nc2c(c1=O)SCC2	3	-2	0.4	-1	-1.5	-4	1	-1	0	1	5
21	O=C(NCCN1CCN(c2ccccc2F)CC1)C1CC(=O)N(C2CCCC2)C1 (centres undefined)	-9	-4	0.9	2	-1.7	-11	-7	0	0	1	-21
22	CC1(c2ccccc2)CC(C)(C)N(C(=O)C2CCCO2)c2ccccc21 (centres undefined)	-12	-3	-0.4	7	1.0	-9	2	-4	-2	-2	14
23	O=c1[nH]c2ccccc2c(O)c1-[n+]1ccccc1	-6	-12	-1.9	-1	-0.1	2	-3	1	-1	1	-6
24	CCC(C)(C)n1nnnc1C(c1ccc(OC)c(OC)c1)N1CCN(c2ccccc2)CC1 (centres undefined)	-8	-11	0.0	-6	3.9	-8	2	5	7	-2	-15
25	COCCN(Cc1cc2ccc(C)c(C)c2nc1Cl)C(=O)N1CCOCC1	-15	8	-5.1	-4	-1.0	-12	7	-3	1	-1	-4
26	COc1ccc(C2=[N+]([O-])C(C)(C)N(O)C2(C)C)cc1	-7	2	1.6	-2	-0.4	9	4	2	-5	-4	.
27	CC1(C)CC(=O)C=C(c2ccc(I)cc2)C1	-11	3	-0.7	1	-0.4	-4	-13	.	-1	-4	13
28	CC(=O)NC1=C(N(C)C2CCS(=O)(=O)C2)C(=O)c2ccccc2C1=O (centres undefined)	-11	-5	-0.7	0	-0.8	4	-4	107*	2	-6	47
29	COCCCNS(=O)(=O)c1ccc(S(=O)(=O)N2CCCC2)cc1	-6	-1	-1.6	2	0.8	-1	-10	-1	-10	-1	1
30	O=C(NCCCCc1ccccc1)C1CC(c2ccc(C(F)(F)F)cc2)=NO1 (centres undefined)	-9	4	-0.2	-2	-1.3	-5	-6	.	-1	0	-5
31	CN(C=O)c1ccc(CSc2ccccc2)cc1	-6	.	0.1	-7	0.0	4	5	0	10	2	.
32	Cc1ccc(C(=O)NCC(=O)N2CCCN(C)CC2)cc1C	-4	170	-7.1	11	1.0	-3	-5	4	-5	-8	9
33	O=C(CO)N/N=C/c1cccc(Cl)c1Cl	-11	171	1.9	2	-0.3	-10	-24	-3	1	-6	-33
34	COc1ccc(N2CC(C(=O)N3CCN(C)CC3)CC2=O)cc1 (centres undefined)	-6	-11	1.7	0	0.3	-1	-14	4	-1	-2	7
35	C/C(CC(=O)Nc1ccc(Cl)c(Cl)c1)=N\NC(=O)C(=O)N1CCCCC1	-10	-16	1.6	5	-0.6	-6	-4	0	13	2	-32
36	COc1ccc2oc(=O)cc(-c3cc4ccccc4o3)c2c1	-6	-7	-3.3	-4	0.3	-2	-7	-5	-27	-4	-16
37	O=C(Nc1nc(-c2ccccn2)cs1)c1ccco1	-2	-4	0.0	-3	0.9	-23	-1	4	-3	2	-10
38	CC(=O)c1cccc(NC(=O)C2CCN(S(=O)(=O)c3ccc(F)cc3)CC2)c1	-11	55	-1.6	0	-0.7	0	3	-2	-14	-9	12
39	CCc1ccc(NC(=O)C(CC)Sc2nc3ccsc3c(=O)n2CCC(=O)O)cc1 (centres undefined)	-8	305	-2.5	-4	-0.6	-4	-2	3	3	-1	-6
40	C/C(N)=C(/C#N)C(=O)COC(=O)CCCNC(=O)c1ccc(Cl)cc1	-8	-14	-1.8	-1	-0.8	1	-11	0	-10	2	7
41	Nc1nc(-c2ccc3c(c2)CCCC3)c(CC(=O)O)s1	-12	109	-0.5	3	2.2	-14	-2	2	4	-4	-11
42	S=c1[nH]nc(-c2ccco2)n1-c1ccc(Br)cc1	-15	532*	1.6	-1	0.4	-10	-2	1	2	2	-10
43	CCC1(c2cccc(Cl)c2)NC(=O)N(Cc2cc(C(=O)OC)c(C)o2)C1=O (centres undefined)	-4	12	-2.6	-1	-2.2	-10	-9	.	-10	-9	-10
44	CCC(Sc1nc(C)cc(=O)[nH]1)C(=O)Nc1nnc(C)s1 (centres undefined)	-7	-6	0.9	-4	14	7	3	-1	1	1	-9
45	COc1cc2[nH]c3c(=O)n(CCN(C(C)C)C(C)C)cnc3c2cc1OC	-14	170	0.4	0	-2.5	1	8	-6	15	-3	18
46	COc1cc(C(=O)NC(=S)N(C)Cc2ccccc2)cc(OC)c1OC	2	-2	-1.2	.	0.2	-6	.	2	18	1	-14
47	O=C(NCc1ccc2c(c1)OCO2)c1ccncc1	-5	-5	0.3	3	2.5	-1	-7	0	.	2	.
48	COc1ccc(C(=O)Nc2ccc(O)c3ccccc23)cc1	-16	48	-0.1	9	0.6	-9	-12	0	7	1	-3
49	Oc1ccc(CNc2ccccc2F)c2cccnc12	-1	11	0.5	6	0.4	-2	-2	-2	3	-3	7
50	O=C(c1ccco1)N1CCN(CCCCOc2ccc(F)cc2)CC1	-20	16	-1.5	1	3.1	4	-29	4	-4	-4	-29
51	CC(C)(C)OC(=O)N1CCC(CC2CC(c3ccncc3)=NO2)(C(=O)O)CC1 (centres undefined)	-7	-8	-2.2	3	-1.1	1	-3	.	-2	-6	-18
52	COc1ccc(NC(=O)CN(C)C(=O)CSCc2c(C)noc2C)cc1	1	-3	-2.6	-6	2.0	3	-4	0	-2	1	2
53	Cc1ccc(C)c(C(=O)OCC(=O)Nc2ccc(N3CCOCC3)cc2)c1	7	4	0.4	-1	0.4	-3	3	11	3	0	-2
54	O=C(Nc1ccc(N2CCCCC2)cc1)c1ccc(F)cc1	7	-8	-1.1	1	1.2	-2	-1	0	8	10	23
55	O=[N+]([O-])c1cccc(/C([O-])=C(/C(=S)Nc2cccc3ccccc23)[n+]2ccccc2)c1	-6	.	0.4	0	0.1	-6	-7	.	22	-3	2
56	COc1ccccc1CNC(=O)CN1C(=O)NC2(CCC(C)CC2)C1=O (centres undefined)	-9	-12	-0.6	5	4.2	-5	3	0	-1	-2	-3
57	Cc1ccc(-c2cc3nn(-c4ccccc4)c(N)c3c(=O)o2)cc1	0	-9	-2.6	-1	-0.1	7	0	1	12	1	13
58	CC(Sc1nc(N2CCOCC2)nc(N2CCOCC2)n1)C(=O)Nc1ccccc1 (centres undefined)	1	-1	-0.4	-1	0.4	-2	-13	.	-2	3	-12
59	O=C(O)C1C2C=CC(O2)C1C(=O)Nc1cccc(C(F)(F)F)c1 (centres undefined)	-6	-9	-1.7	-2	0.7	-2	0	1	10	1	3
60	COc1ccc(-c2cc(C(=O)Nc3cccnc3Cl)no2)cc1OC	6	-4	-0.5	-2	0.2	-1	-4	5	12	2	0

Further records
nr	SMILES	PvdQ inh	SUMO Mot1 rescue	CDK5 inh	cardiac RTF act	C-LANA FP	dFosB act	RTF Ca sens inh	NSD2 HMT inh	Rtt109 Vps75	Keap1 Nrf2 FP	PfHsp90 set2
61	COc1ccc(C(=O)Nc2ccnn2C2CCN(C(C)CSC)CC2)cc1 (centres undefined)	-14	6	1.3	-2	2.3	-7	-6	1	4	-3	-11
62	Cc1cccc(N2CCN(C(=S)NCCc3ccccc3)CC2)c1C	-3	128	1.6	2	-6.2	-4	0	-2	-1	-3	-48
63	CCOc1ccc(C(=O)NCC(C)C)cc1	2	4	-1.7	4	.	-8	0	.	-4	-4	-12
64	O=C(CSc1nc2ccccc2s1)Nc1cc(S(=O)(=O)N2CCOCC2)ccc1Cl	-4	30	2.4	0	1.7	2	-10	-3	-1	-1	-11
